High-throughput results from PubChem.
PI5P4K alpha inh = inhibitors of human PI5P4K alpha; P48426; PI5P4Kalpha enzyme, ADP-Glo luminescence, 60 min; stronger effect = lower value; max response, %; 1.2% of 330,000 active; active = max response of -50% or lower; inconclusive = between -30% and -50%; inactive = -30% or higher; note: value at the top dose of about 77 µM; % is set by controls: 0 for no effect and ±100 for the full control effect
Target sequence (P48426 whole entry, looked up): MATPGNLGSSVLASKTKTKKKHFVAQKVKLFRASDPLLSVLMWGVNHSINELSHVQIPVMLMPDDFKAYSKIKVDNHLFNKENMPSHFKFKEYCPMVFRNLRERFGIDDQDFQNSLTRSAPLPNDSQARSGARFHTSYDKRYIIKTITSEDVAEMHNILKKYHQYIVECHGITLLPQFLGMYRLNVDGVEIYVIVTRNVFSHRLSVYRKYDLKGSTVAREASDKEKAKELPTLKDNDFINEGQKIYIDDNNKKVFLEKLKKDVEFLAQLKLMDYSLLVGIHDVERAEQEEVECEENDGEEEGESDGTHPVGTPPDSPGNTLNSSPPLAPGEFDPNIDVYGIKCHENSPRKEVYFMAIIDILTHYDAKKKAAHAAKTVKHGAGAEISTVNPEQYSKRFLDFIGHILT
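qHTS, 1536-well: enzyme/substrate mix, compound by pin tool, 5 microM ATP final; RT 60 min; ADP-Glo reagents 1 (45 min) then 2 (30 min); luminescence.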
GLP1R ag = activates the human GLP-1 receptor; P43220; HEK293 GLP-1R CRE-luciferase, luminescence, 4-6 h; cells express a hypersensitive GLP-1R form; Potency, µM (doses to about 45.6 µM), for the others: at the top dose activation, hits mostly activators; 0.007% of 380,000 active; note: potency is the fitted concentration of half-maximal effect; % of control where 0% means no effect
HEK293 tox = cytotoxicity in counter-screen for GLP-1R inverse agonists. HEK293 cAMP-luciferase reporter cells, luminescence, 24 h. Potency, µM (highest dose often 38.3 µM), for the others: at the highest dose activity change, negative = inhibition, most hits filed as inhibitors. 0.13% of 410,000 active. AID 624418;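 note: loss of luciferase light is scored as toxicity; potency is the fitted concentration of half-maximal effect; % is set by controls: 0 for no effect and ±100 for the full control effect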
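1536-well qHTS counterscreen of the MLSMR; 200 cells/uL, 12 h pre-incubation, 23 nL cpd, 24 h at 37 deg C 5% CO2, luciferase detection reagent, 12 min RT, luminescence. Inhibition = undesired.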
GLP-1R inv ag = GLP-1 receptor (human) inverse agonism; P43220; HEK293 GLP-1R CRE-luciferase, luminescence, 24 h; GLP-1R form is constitutively active; 1.6% of 410,000 active; Potency, µM (doses to about 38.3 µM), for inactives: top-dose activity change, negative = inhibition, most hits filed as inhibitors; note: potency is the fitted concentration of half-maximal effect; % is set by controls: 0 for no effect and ±100 for the full control effect; nearly all actives have a fitted effect of over 55% in size
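Using stably transfected HEK293 (constitutively active GLP-1R, cAMP-luciferase reporter), compounds were incubated 24 hr and luciferase measured by luminescence.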
PLK1 PBD block = inhibitors of human PLK1 polo-box domain binding | P53350 | Plk1 PBD binding of FITC phosphopeptide, fluorescence polarization | Potency, µM, for inactives: max response, negative = inhibition, actives largely listed as inhibitors | 2.8% of 360,000 active; note: potency is the fitted concentration of half-maximal effect; series mostly up to about 57 µM; % is set by controls: 0 for no effect and ±100 for the full control effect; nearly all actives have a fitted effect of over 65% in size
Target sequence (P53350 whole entry, looked up, the tested form may be a part): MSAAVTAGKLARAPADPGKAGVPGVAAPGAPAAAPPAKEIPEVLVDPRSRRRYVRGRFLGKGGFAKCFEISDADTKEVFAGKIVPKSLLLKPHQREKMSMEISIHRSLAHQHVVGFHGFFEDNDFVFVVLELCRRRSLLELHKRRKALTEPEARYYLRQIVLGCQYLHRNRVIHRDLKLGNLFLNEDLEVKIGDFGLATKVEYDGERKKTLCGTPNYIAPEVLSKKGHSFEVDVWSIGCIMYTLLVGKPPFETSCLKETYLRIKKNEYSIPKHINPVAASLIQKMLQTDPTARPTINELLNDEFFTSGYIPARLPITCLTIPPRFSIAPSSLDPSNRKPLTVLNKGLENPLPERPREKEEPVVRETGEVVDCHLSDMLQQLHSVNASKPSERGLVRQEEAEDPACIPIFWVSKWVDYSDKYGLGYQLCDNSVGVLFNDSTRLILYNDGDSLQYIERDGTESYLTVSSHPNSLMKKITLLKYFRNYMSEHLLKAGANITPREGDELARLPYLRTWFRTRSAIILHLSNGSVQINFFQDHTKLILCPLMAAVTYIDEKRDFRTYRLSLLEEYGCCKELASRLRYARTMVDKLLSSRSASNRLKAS
EPAC1 antagonist = EPAC1 (human) antagonism; O95398; EPAC1 GEF assay, Rap1b-BODIPY-GDP exchange fluorescence; Potency, µM (doses to about 115 µM), without a hit: at the top dose activity change, negative = inhibition, usual class: inhibitors; 0.14% of 360,000 active; AID 720709;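 note: potency is the fitted concentration of half-maximal effect; plate controls were vehicle for no effect and positive control for full effect; nearly all actives have a fitted effect of over 50% in size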
EPAC1 agonist = EPAC1 (human) agonism. Potency, µM (titrated, usually from 154 µM), inactives show at the highest dose activation, hits mostly activators. O95398. 0.073% of 360,000 active. AID 720707. EPAC1 agonist qHTS, biochemical assay; response scale: 100% = response to 6.5 mM cAMP; note: potency is the fitted concentration of half-maximal effect; nearly all actives have a fitted effect of over 60% in size
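Nucleotide exchange by EPAC1 (100 nM) on Rap1B–BODIPY-GDP (250 nM) in the presence of 50 uM GDP is tracked fluorescently at 480/540 nm over 30 min. Signals are normalized to a 6.5 mM cAMP control.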
IL-2 act = activators of IL-2; IL-2 activation reporter assay, cell-based qHTS; stimulated with anti-CD3/CD4/CD28 beads; in transgenic mouse T cells; activation, % (series mostly up to about 46 µM); 0.065% of 360,000 active; AID 652025; in the data active = activation above about 50%; inconclusive = mostly about 30% to 49%; note: 0% is about no effect
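First, unstimulated transgenic mouse T cells were exposed to compound for 60 min. Next, anti-CD3/anti-CD4-coated beads with anti-CD28 were added. Finally, after 18 h at 37 degrees C, EGFP and DsRed were imaged.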
PTHR1 ag = agonists of human PTHR1 parathyroid hormone receptor | Potency, µM (doses to about 115 µM), for inactives: at the top dose activation, hits mostly activators | 0.075% of 410,000 active | HEK293 GP2 PTHR1 cells, GloSensor cAMP luminescence, 1 h | AID 743266; note: potency is the fitted concentration of half-maximal effect; nearly all actives have a fitted effect of over 55% in size; some results filed as inactive show a strong effect at the top dose; inactives centre near -15; many of its hits are not listed in these tables
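HEK-293-derived GP2 cells expressing PTHR1 and a GloSensor cAMP reporter, 3,000/well, plated overnight, given luciferin plus IBMX (each 0.5 mM as added) for 1 h at 37 °C, then compound for 1 h at 37 °C. Luminescence was read after 15 min at room temperature.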
Starred values were filed as active, the others as inactive; i = inactive; ? = inconclusive; · = no result given; [ ] = remark or other dose. Unless noted, calls come from the whole dose curve; as a rule, active = well fitted curve in the direction sought with a large enough effect; inconclusive = small, poorly fitted or top-dose-only effect, or another doubt; inactive = no such curve, though single readings can be large; an effect the other way counts as inactive or inconclusive. An excerpt; count on the stated rates, not on these rows.

Below each compound: PI5P4K alpha inh | GLP1R ag | HEK293 tox | GLP-1R inv ag | PLK1 PBD block | EPAC1 antagonist | EPAC1 agonist | IL-2 act | PTHR1 ag
- Cc1ccc2c(c1)nnn2C1CCN(CC(=O)NCCc2nc3ccccc3[nH]2)CC1
 : · | 18% | 0% | 9% | 5% | -5% | 7% | -0.5 | -10%[57.5 µM]
- O=C(COc1ccc(Cl)cc1)Nc1cccc(S(=O)(=O)NC2=NCCCCC2)c1
 : 0 | -5% | 3% | -17% | -2% | -5% | 2% | -1.3 | -22%
- O=C(CSc1nccc(=O)[nH]1)c1ccco1
 : -7 | -1% | 6% | 30% | -17% | -11% | 6% | -0.3 | i
- CCN(CC)Cc1c(C(=O)N/N=C/c2cccs2)nnn1-c1nonc1N
 : 4 | 8% | 5% | -5% | -12% | -16% | 9% | -4.8 | 13%
- Cc1ccc(C)c(NC(=O)c2cnn(-c3ccccc3)c2C)c1
 : 0 | 6% | -7% | -28% | -8% | -12% | 6% | -2.7 | -13%
- Cc1ccc(S(=O)(=O)c2nc(-c3cccs3)oc2SCC(N)=O)cc1
 : ? | 12% | -10% | 26% | -30% | 0% | 2% | -2.9 | i
- O=S(=O)(c1ccc(S(=O)(=O)N2CCC3(CC2)OCCO3)cc1)N1CCCC1
 : 1 | 0% | 13% | 34%[activator] | 1% | -5% | 0% | -1.3 | i
- O=C(OCn1nnc2ccccc2c1=O)c1cccnc1Cl
 : · | 2% | -6% | -11% | -1% | 0% | 2% | -1.6 | -2%
- O=C(CN1CCN(CCO)CC1)Nc1ccccc1
 : 1 | -5% | -20% | -10% | -3% | ? | 0% | 2.3 | -6%
- CCn1c(Oc2ccc(F)cc2F)nc2c1c(=O)n(C)c(=O)n2C
 : · | -5% | -4% | 4% | · | · | · | · | i
- COc1ccc(CCCC(=O)N/N=C/c2ccc(C)cc2)cc1
 : 14 | 3% | -5% | ? | -13% | -9% | -7% | -0.2 | -13%
- O=C(O)/C=C/C(=O)N1CCN(c2ccc(F)cc2)CC1
 : -13 | -3% | 8% | -25% | 19µM* | 10% | 5% | 0.0 | -11%
- CSc1cccc(NC(=S)N(C(C)C)C(C)c2ccccn2)c1 (stereo not given)
 : 5 | -1% | 0% | ? | ? | ? | 2% | -0.9 | -45%
- O=C(NCCO)C1CCN(C(=O)c2ccc(-c3ccccc3)cc2)CC1
 : 4 | 4% | 5%[7.66 µM] | 0%[7.66 µM] | -10% | -10% | -2% | 7.5 | i
- Cc1cc(NC(=O)c2ocnc2C)no1
 : · | -14% | -15% | 0% | 24µM* | -8% | 5% | 0.7 | -3%[57.5 µM]
- Cc1ccc(S(=O)(=O)NC(=O)Nc2nccs2)cc1
 : -5 | 8% | -7% | 4% | -2% | 3% | 2% | -4.1 | -2%
- Cc1nc(N2CCOCC2)nc(OCCN(C)C)c1[N+](=O)[O-]
 : 0 | -7% | -2% | 17% | -6% | -26% | -8% | -4.0 | -7%
- Cn1c(-c2ccccc2)cc2c3no[n+]([O-])c3ccc21
 : 21 | 7% | -6% | -87% | -15% | -8% | 12% | -0.1 | i
- COc1ccc(C(=O)Nc2ccnn2C2CCN(C3CCC3)CC2)cc1
 : 0 | -3% | -4% | -16% | -8% | 3% | -5% | -3.6 | -22%
- N#Cc1c(-c2ccco2)cc(-c2ccccn2)nc1N
 : -67* | 2% | 67%[activator] | 18% | -13% | -25% | 5% | 3.1 | i
- c1ccc2oc(SCc3nc4ccccc4s3)nc2c1
 : 11 | 3% | 16% | ? | -12% | 6% | 14% | 0.2 | -9%[57.5 µM]
- COc1cccc(CNC(=O)c2cc(S(=O)(=O)N3CCCCCC3)cn2C)c1
 : · | 4% | 2% | -25% | · | · | · | · | i
- CCn1c(SCc2nc3ccccc3s2)nnc1-c1cccs1
 : · | 14% | 6% | 0% | -17% | -17% | 6% | -0.9 | i
- CC(=O)OCc1cc2cc(C)ccc2[nH]c1=O
 : ? | 1% | -1% | 9% | 0% | -8% | -11% | 0.1 | i
- O=C(CN1C(=O)c2ccccc2C1=O)Nc1cccc(O)c1
 : 3 | -10% | 0% | 4% | -8% | -26% | 9% | 0.3 | i
- O=C(CNS(=O)(=O)c1ccccc1)Nc1ccc(C(F)(F)F)cc1
 : · | 3% | 1% | -9% | -3% | 11% | -6% | -1.4 | ?
- COc1ccc(NC(=O)c2cc(-c3cc(F)ccc3OC)n[nH]2)cn1
 : -8 | -3% | -44% | ? | -12% | -5% | 9% | -0.2 | -1%
- Cc1cc(C)nc(SCC(=O)c2ccc3c(c2)OCCO3)n1
 : · | 1% | -5% | 3% | -1% | -4% | -2% | -0.6 | -29%[57.5 µM]
- CCOC(=O)c1ccccc1NC(=O)c1cc2sccc2n1C
 : · | -6% | 4% | 0% | -7% | 0% | 0% | 3.3 | i
- COC(=O)C1=C(C(=O)OC)[C@@H]2Nc3ccccc3[C@@]23C[C@@H](C(=O)OC)N(C(=O)c2ccco2)C3=N1
 : -3 | -5% | 1% | 10% | 3% | -16% | -3% | -0.7 | -13%
- CCC(=O)Nc1ccc(Nc2nc(Cl)nc(Nc3ccc(NC(=O)CC)cc3)n2)cc1
 : -5 | 12% | -2% | -7% | -17% | -3% | -6% | -1.1 | i
- Cc1ccc(S(=O)(=O)N2CCN(C(=O)CN3CCCCC3)C2C(C)C)cc1 (stereo not given)
 : · | 5% | 5% | 7% | -2% | 8% | -1% | -1.5 | i
- COc1ccc(C2NC(=O)NC(C)=C2C(=O)Nc2cccc(C)c2C)cc1 (stereo not given)
 : 0 | -2% | 0% | -20% | -3% | -7% | 4% | -0.7 | i
- Cc1cc(F)ccc1S(=O)(=O)NCC(c1ccc2c(c1)OCO2)N1CCOCC1 (stereo not given)
 : 1 | 0% | 4% | 5% | -9% | -13% | 7% | -0.3 | i
- CCOC(=O)c1sc(NC(=S)NC(=O)c2cccc(OC)c2)nc1C
 : -5 | 7% | 0% | 6% | -9% | -10% | 2% | -5.3 | -39%
- CCN(CC)C(=O)CSC(=Nc1ccccc1F)NC#N
 : -10 | 8% | 1% | 62%[activator] | -1% | 12% | -3% | -0.1 | i
- C/C(=N/NC(=O)c1ccc(Cl)s1)c1ccc(NC(=O)COc2ccc(Cl)cc2)cc1
 : -4 | -5% | -17% | -32% | 2% | 15% | -3% | -0.1 | i
- Cc1cc(C)n(CCC(=O)N2CCN(S(=O)(=O)c3ccccc3)CC2)n1
 : -6 | 1% | 12% | -9% | -17% | 2% | -5% | -2.4 | -11%
- CC1(C)CN(C2CCCCC2)C(=O)[C@H]1CC(=O)Nc1ccccc1
 : -2 | -3% | 0% | 11% | -7% | -8% | -1% | 1.1 | i
- CCOc1ccc(N2C(=O)CC(N3CCN(c4ccccc4F)CC3)C2=O)cc1 (stereo not given)
 : -7 | -11% | -9% | 65%[activator] | 27µM* | -3% | 0% | -0.4 | -3%[57.5 µM]
- Cc1cc(-n2nc(C)cc2C)n2nc(C)c(-c3ccccc3)c2n1
 : · | -3% | 6% | -11% | -3% | -7% | 9% | -0.5 | i
- CN(C)c1ccc(-c2nnn(CC(=O)Nc3ccc4c(c3)OCCO4)n2)cc1
 : -2 | 31% | -2% | 8% | 2% | 6% | 5% | -0.9 | i
- COc1ccc(/C=C/C(=O)N2CC(C)OC(C)C2)cc1OC (stereo not given)
 : 2 | -6% | 3% | 11% | -21% | 3% | -2% | -0.4 | -21%
- Cc1ccc(S(=O)(=O)Nc2c(NC3CCCCC3)c3ccccc3oc2=O)c(C)c1
 : 1 | 14% | 0% | ? | -10% | -2% | -2% | -1.1 | i
- O=C(Nc1ccc(N2CCOCC2)cc1)c1cccc(S(=O)(=O)N2CCCCCC2)c1
 : -4 | -2% | -1% | 6% | 8% | -11% | -5% | 0.3 | -52%[inhibitor]
- O=C1c2cccc3cccc(c23)C(=O)N1CC1CCN(CC(O)COc2ccc3ccccc3c2)CC1 (stereo not given)
 : -1 | -4% | ? | ? | -9% | -2% | 1% | -6.1 | -17%
- CCOc1ccccc1N1CCN(C(=S)NCc2ccccc2)CC1
 : 7 | 12% | -11% | ? | -12% | -10% | 16% | 0.5 | -12%
- O=C(/C=C/c1c(F)cccc1Cl)NCCCN1CCOCC1
 : -3 | -5% | 1% | 5% | -8% | 1% | 6% | -0.1 | i
- O=C(O)c1n[nH]c2ccccc12
 : 3 | -22% | -12% | 7% | -4% | 8% | -7% | -0.1 | i
- Cc1ccc(C(=O)C(C)OC(=O)c2cc(=O)[nH]c3ccccc23)cc1 (stereo not given)
 : 2 | -2% | -2% | 8% | 0% | 9% | -3% | -2.0 | -8%
- CNc1nc(N)c([N+](=O)[O-])c(N2CCCCCC2)n1
 : 2 | 17% | -15% | 106%[activator] | -6% | -1% | -4% | 0.2 | -3%
- COc1cccc(C2CC(C(F)(F)F)n3nc(C(=O)NCc4cccnc4)cc3N2)c1 (stereo not given)
 : · | 0% | -10% | ? | -3% | 9% | 1% | -2.7 | 22%[57.5 µM]
- O=C1C2C(C(=O)N1c1ccc3c(c1)OCO3)C1C=CC2C12CC2 (stereo not given)
 : · | 2% | 4% | -25% | -1% | -4% | 9% | -4.9 | -1%[57.5 µM]
- Cc1ccc2c(n1)CC(C)(C)CC2=O
 : 0 | -1% | -2% | 8% | -2% | -3% | -7% | -3.4 | i
- COc1ccc(N(C)C(=O)C2CCCN2S(=O)(=O)c2cccc3nsnc23)cc1 (stereo not given)
 : 3 | -1% | -13% | 9% | -13% | 5% | 15% | 0.4 | -15%
- COc1ccc(-n2c(-c3cccc(C)c3[N+](=O)[O-])n[nH]c2=S)cc1
 : -12 | -1% | -8% | 12% | ? | -19% | 9% | 2.1 | i
- COc1ccccc1OCCCn1c(=O)oc2ccccc21
 : 7 | 7% | 0% | 5% | -1% | -12% | 1% | -0.1 | -3%
